SUMO1 PPI mod: modulators of SUMO1 protein-protein interactions, primary screen, biochemical, uHTS. Small ubiquitin-related modifier 1 (Homo sapiens), P63165. SUMO1 binding to a labelled peptide, TR-FRET, 1 h. inhibition, % at 20 µM. actives 0.33% (n = 360,000); in the data active = inhibition above about 37%
DNMT1 inh: human DNMT1 methyltransferase inhibitors, primary screen, biochemical, molecular beacon, fluorescence, HinP1I cleavage, uHTS | actives 0.83% (n = 360,000) | inhibition (reported as % activation of signal), % at 10 µM | AID 588458, 2011; in the data active = inhibition above about 50%
Target sequence (P26358 504-1616 limits assumed): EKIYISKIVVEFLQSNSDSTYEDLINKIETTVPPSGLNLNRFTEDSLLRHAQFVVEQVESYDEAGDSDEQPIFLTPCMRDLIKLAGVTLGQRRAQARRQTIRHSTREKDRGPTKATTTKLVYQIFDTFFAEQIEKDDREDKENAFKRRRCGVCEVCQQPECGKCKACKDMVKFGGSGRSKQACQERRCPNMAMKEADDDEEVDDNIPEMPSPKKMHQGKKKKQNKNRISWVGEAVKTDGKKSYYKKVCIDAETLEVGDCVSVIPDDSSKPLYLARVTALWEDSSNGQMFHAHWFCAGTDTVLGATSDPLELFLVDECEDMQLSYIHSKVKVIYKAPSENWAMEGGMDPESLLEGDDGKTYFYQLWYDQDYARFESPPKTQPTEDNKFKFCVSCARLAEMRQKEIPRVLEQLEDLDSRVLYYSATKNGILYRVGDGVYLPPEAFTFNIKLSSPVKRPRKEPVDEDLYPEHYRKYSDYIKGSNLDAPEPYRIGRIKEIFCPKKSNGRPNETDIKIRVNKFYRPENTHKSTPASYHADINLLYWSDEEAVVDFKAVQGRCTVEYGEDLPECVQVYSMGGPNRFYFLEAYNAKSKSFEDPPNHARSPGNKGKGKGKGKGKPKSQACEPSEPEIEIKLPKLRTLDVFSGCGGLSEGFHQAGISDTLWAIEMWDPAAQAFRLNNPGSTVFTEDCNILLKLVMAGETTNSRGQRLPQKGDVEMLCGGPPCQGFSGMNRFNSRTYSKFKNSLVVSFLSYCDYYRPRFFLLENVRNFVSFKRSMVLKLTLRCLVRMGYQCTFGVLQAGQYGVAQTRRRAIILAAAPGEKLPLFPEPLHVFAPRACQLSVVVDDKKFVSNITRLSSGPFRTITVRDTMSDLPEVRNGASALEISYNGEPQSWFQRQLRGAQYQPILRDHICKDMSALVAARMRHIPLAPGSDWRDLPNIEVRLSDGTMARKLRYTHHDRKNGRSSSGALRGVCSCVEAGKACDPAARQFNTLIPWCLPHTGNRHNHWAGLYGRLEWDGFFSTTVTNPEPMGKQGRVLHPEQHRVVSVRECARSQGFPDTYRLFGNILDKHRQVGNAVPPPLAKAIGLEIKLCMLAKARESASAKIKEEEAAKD
MsrA inh: bovine MsrA enzyme inhibitors, primary screen, biochemical, absorbance, HTS | AID 651718, 2012 | actives 0.75% (n = 360,000) | inhibition, % at 15.5 µM | purified bovine MsrA, absorbance read-out; in the data active = inhibition above about 4.5%;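 note: 0% = vehicle wells with enzyme and 100% = reference inhibitor wells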
bovine MsrA act: bovine MsrA enzyme activators, primary screen, biochemical, absorbance, HTS; purified bovine MsrA, absorbance read-out; activation, % at 10.6 µM; actives 0.3% (n = 360,000); AID 602163, 2012; in the data active = activation above about 7.5%;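 note: 0% = vehicle and 100% = reference activator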
Scp-1 inhibitor: Scp-1 phosphatase inhibitors, primary screen, biochemical, colorimetric, uHTS | actives 0.88% (n = 340,000) | inhibition, % at 20 µM | Recombinant Scp1, phosphopeptide, malachite green phosphate absorbance | Carboxy-terminal domain RNA polymerase II polypeptide A small phosphatase 1 (Homo … | AID 493091, 2011;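 active = inhibition above about 50% at 20 µM, limit read from the data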;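 note: plate controls were DMSO wells with enzyme for no effect and wells lacking enzyme for full effect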
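System: truncated SCP-1 phosphatase (76-261aa); medium: Tris acetate buffer pH 5.5 with MgCl2 and Tween-20; incubation: 45 min room-temperature reaction, 5 min colour, 30 min stabiliser; compound: single 20 µM dose, 1% DMSO; reagent: Phosphorylated 17-residue peptide substrate; read-out: % inhibition at 20 µM; technique: colorimetric free-phosphate detection, absorbance 630 nm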
Tb MetRS inh: T. brucei MetRS inhibitors, primary screen, biochemical, luminescence | methionyl-tRNA synthetase (Trypanosoma brucei brucei) | purified T. brucei MetRS, ATP depletion, Kinase-Glo luminescence | inhibition, % at 11.9 µM | actives 0.4% (n = 360,000);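 active = inhibition above a per-plate cutoff of the control wells' mean inhibition plus 3 SD, cut at about 5.5% in these data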;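 note: 0% = DMSO wells median and 100% = median of wells with control inhibitor compound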
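Test system: purified T. brucei MetRS enzyme. Also added: ATP, methionine and E. coli bulk tRNA substrates. Compound: 11.9 µM single point. Schedule: 15 min enzyme-compound preincubation, 2 h reaction, 10 min detection, 25 °C. Signal: luciferase luminescence of residual ATP, Kinase-Glo. Evaluation: percent inhibition versus plate control medians. Controls: DMSO wells, low control.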
STEP block: STEP phosphatase inhibitors, primary screen, biochemical, fluorescence intensity, uHTS | Tyrosine-protein phosphatase non-receptor type 5 (Homo sapiens), P54829 | recombinant STEP, OMFP fluorogenic substrate | inhibition, % at 20 µM | actives 0.25% (n = 360,000) | AID 588621, 2011;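 active = inhibition at 20 µM, scaled per plate between control wells, above about 37%, limit read from the data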;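 note: 0% = DMSO with enzyme and substrate and 100% = substrate only without enzyme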
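System: STEP phosphatase, cell-free reaction; Buffer or medium: Bis-Tris pH 6.0 buffer with DTT, detergent; Incubation: 20 min at room temperature, dark; Measured by: fluorescence, 480/540 nm.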
NRP1-CendR mod: modulators of CendR peptide binding to NRP-1, primary screen, biochemical, fluorescence polarization, uHTS. inhibition, % at 25 µM. Neuropilin-1 (Homo sapiens), O14786. FAM-RPARPAR peptide binding to NRP-1. actives 0.85% (n = 360,000);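 active = inhibition or corrected inhibition above about 18%, plus a signal ratio from 0.5 to 1.5, limit read from the data, passing the limit was not always enough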; note: strong numbers were not always called active
E coli Lon inh: inhibitors of E. coli Lon protease, primary screen, biochemical, fluorescence polarization; purified E. coli Lon protease; actives 0.42% (n = 360,000); inhibition, % at 7.94 µM; P0A9M0; in the data active = inhibition above about 13%, passing the limit was not always enough;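 note: 0% = enzyme with probe and DMSO and 100% = no enzyme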
LMPTP block: LMPTP phosphatase inhibitors, primary screen, biochemical, fluorescence intensity, uHTS. Low molecular weight phosphotyrosine protein phosphatase (Homo sapiens), P24666. recombinant LMPTP-A, OMFP fluorogenic substrate. inhibition, % at 20 µM. actives 0.22% (n = 360,000). AID 651560, 2012;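 active = compounds that cut the enzyme signal by at least half of the control window in the single-dose screen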;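 note: plate controls were DMSO wells with enzyme plus substrate for no effect and substrate without enzyme for full effect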
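Assay system: LMPTP-A phosphatase enzyme | Input: 0.625 nM enzyme | Also added: Fluorogenic phosphatase substrate OMFP at 400 µM final | Compound dosing: One test concentration per compound, 20 µM, with 3% DMSO overall | Schedule: 50 min enzyme reaction at room temperature, protected from light | Signal: Fluorescence intensity | Benchmarks: no-enzyme and uninhibited controls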
Numbers without * were called inactive; . = not tested or not shown.

cpd | SMILES | E coli Lon inh | LMPTP block | STEP block | Scp-1 inhibitor | MsrA inh | bovine MsrA act | NRP1-CendR mod | SUMO1 PPI mod | DNMT1 inh | Tb MetRS inh
1 | CCCC1=C(C(=O)OCC)C(/C=C/c2ccccc2)n2ncnc2N1 (stereo unspecified) | 3 | 0.8 | 10 | -3 | . | 3 | -6 | -1 | 6 | -0.2
2 | COc1ccccc1CN1CCNC(=O)C1CC(=O)O (stereo unspecified) | 11 | -1.2 | -3 | 3 | -0.9 | -9 | -4 | 2 | 1 | -1.4
3 | CC(C)(C)c1ccc(S(=O)(=O)NNC(=O)c2cc3ccccc3[nH]2)cc1 | -9 | 4.4 | 1 | -16 | 1.3 | -1 | 15 | -3 | 0 | 5.6
4 | Cc1ccc(C2C(C#N)=C(N)OC3=C2C(=O)CC(C)(C)C3)s1 (stereo unspecified) | 0 | 0.2 | -4 | -2 | 0.2 | -4 | -9 | 1 | -1 | -0.3
5 | CC(=O)N1CCN(c2nc(N)c(C#N)c(CC#N)c2C#N)CC1 | 6 | -2.1 | -1 | 4 | 3.7 | -3 | 9 | 12 | -3 | 0.5
6 | O=C(COC(=O)Cc1c(Cl)cccc1Cl)NCC1CCCO1 (stereo unspecified) | 0 | -1.3 | 3 | -5 | -0.7 | -6 | -4 | -4 | 1 | -0.7
7 | Cc1cc(NCc2ccco2)n2ncnc2n1 | -3 | -1.0 | -2 | -8 | -1.4 | -1 | 5 | -5 | 4 | 0.5
8 | O=C(CCn1ccc([N+](=O)[O-])n1)Nc1nccs1 | -10 | 1.5 | 0 | -5 | 0.1 | -3 | 0 | -4 | 2 | -0.7
9 | COc1ccc(N2CCN(C(=O)c3ccc(NS(=O)(=O)c4ccccc4)cc3)CC2)cc1 | -7 | -1.3 | -4 | -2 | -1.1 | -5 | -1 | 0 | -5 | -0.1
10 | N#Cc1c(N(CCO)CCO)nc(N)c2c(N)nc3c(c12)CC(=O)N3CC1CCCO1 (stereo unspecified) | 5 | 1.4 | 0 | 0 | 0.5 | -8 | 10 | 3 | -7 | -0.7
11 | CCOC(=O)C1=C(CSc2nc(C)cc(C)c2C#N)OC(N)=C(C#N)C1c1ccccc1 (stereo unspecified) | -5 | 3.9 | 1 | -10 | 0.1 | 5 | -10 | 5 | -11 | -1.2
12 | COC(=O)c1ccc(CNC(=O)CC[C@H]2O[C@@H](n3cc(C)c(=O)[nH]c3=O)C[C@@H]2O)cc1 | -12 | -0.9 | 0 | . | 0.3 | -4 | -5 | 3 | 1 | -0.9

4 of these compounds in a different format:
(4) Cc1ccc(C2C(C#N)=C(N)OC3=C2C(=O)CC(C)(C)C3)s1 (stereo unspecified)
  E coli Lon inh: 0; LMPTP block: 0.2; STEP block: -4; Scp-1 inhibitor: -2; MsrA inh: 0.2; bovine MsrA act: -4; NRP1-CendR mod: -9; SUMO1 PPI mod: 1; DNMT1 inh: -1; Tb MetRS inh: -0.3

(5) CC(=O)N1CCN(c2nc(N)c(C#N)c(CC#N)c2C#N)CC1
  E coli Lon inh: 6; LMPTP block: -2.1; STEP block: -1; Scp-1 inhibitor: 4; MsrA inh: 3.7; bovine MsrA act: -3; NRP1-CendR mod: 9; SUMO1 PPI mod: 12; DNMT1 inh: -3; Tb MetRS inh: 0.5

(6) O=C(COC(=O)Cc1c(Cl)cccc1Cl)NCC1CCCO1 (stereo unspecified)
  E coli Lon inh: 0; LMPTP block: -1.3; STEP block: 3; Scp-1 inhibitor: -5; MsrA inh: -0.7; bovine MsrA act: -6; NRP1-CendR mod: -4; SUMO1 PPI mod: -4; DNMT1 inh: 1; Tb MetRS inh: -0.7

(7) Cc1cc(NCc2ccco2)n2ncnc2n1
  E coli Lon inh: -3; LMPTP block: -1.0; STEP block: -2; Scp-1 inhibitor: -8; MsrA inh: -1.4; bovine MsrA act: -1; NRP1-CendR mod: 5; SUMO1 PPI mod: -5; DNMT1 inh: 4; Tb MetRS inh: 0.5

Remaining list, next part:
cpd | SMILES | E coli Lon inh | LMPTP block | STEP block | Scp-1 inhibitor | MsrA inh | bovine MsrA act | NRP1-CendR mod | SUMO1 PPI mod | DNMT1 inh | Tb MetRS inh
13 | Cc1cc(C(=O)OCC(=O)NC2CCCCC2C)c2ccccc2n1 (stereo unspecified) | 0 | -1.2 | 2 | 4 | 0.7 | -2 | -14 | -9 | 5 | -0.2
14 | COc1ccc(-c2cn3c(n2)CCC3)cc1 | -4 | -0.4 | 4 | -2 | 0.0 | -1 | 6 | 10 | -2 | 0.1
15 | COc1cc(OC)cc(C(=O)NCc2n[nH]c(=S)n2-c2ccccc2)c1 | -1 | -1.2 | 0 | -1 | -0.6 | 5 | 2 | -1 | 0 | 0.1
16 | CC(=O)NCCC(=O)Nc1cc(F)ccc1C | -3 | -0.5 | -3 | -2 | -0.2 | -1 | -8 | 0 | 5 | -0.4
17 | CC(=O)OC1COC(N2CCc3ccccc32)C(OC(C)=O)C1OC(C)=O (stereo unspecified) | -4 | -0.7 | 4 | 14 | 0.5 | -10 | 5 | -1 | 14 | -0.9

3 compounds from above with just DNMT1 inh, STEP block and Tb MetRS inh:
| cpd | SMILES | DNMT1 inh | STEP block | Tb MetRS inh |
| --- | --- | --- | --- | --- |
| 15 | COc1cc(OC)cc(C(=O)NCc2n[nH]c(=S)n2-c2ccccc2)c1 | 0 | 0 | 0.1 |
| 14 | COc1ccc(-c2cn3c(n2)CCC3)cc1 | -2 | 4 | 0.1 |
| 16 | CC(=O)NCCC(=O)Nc1cc(F)ccc1C | 5 | -3 | -0.4 |
